RAD54 inh – blocks human RAD54 Holliday junction branch migration. Q92698. hit rate 0.14% among 360,000. inhibition, % at 10.4 µM. AID 602329. FAM/BHQ fluorescence;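 active = mean normalized replicate activity at least 40 and at least half of replicates scoring 40 or more; inconclusive = only one of the two criteria met; inactive = mean below 40 and under half of replicates reaching 40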;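 note: 0% = median of neutral control wells and 100% = median of positive control wells; inhibitors cause a drop in the FAM fluorescence signal; in these data hits start at about 50%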
Target sequence (Q92698 whole entry, looked up): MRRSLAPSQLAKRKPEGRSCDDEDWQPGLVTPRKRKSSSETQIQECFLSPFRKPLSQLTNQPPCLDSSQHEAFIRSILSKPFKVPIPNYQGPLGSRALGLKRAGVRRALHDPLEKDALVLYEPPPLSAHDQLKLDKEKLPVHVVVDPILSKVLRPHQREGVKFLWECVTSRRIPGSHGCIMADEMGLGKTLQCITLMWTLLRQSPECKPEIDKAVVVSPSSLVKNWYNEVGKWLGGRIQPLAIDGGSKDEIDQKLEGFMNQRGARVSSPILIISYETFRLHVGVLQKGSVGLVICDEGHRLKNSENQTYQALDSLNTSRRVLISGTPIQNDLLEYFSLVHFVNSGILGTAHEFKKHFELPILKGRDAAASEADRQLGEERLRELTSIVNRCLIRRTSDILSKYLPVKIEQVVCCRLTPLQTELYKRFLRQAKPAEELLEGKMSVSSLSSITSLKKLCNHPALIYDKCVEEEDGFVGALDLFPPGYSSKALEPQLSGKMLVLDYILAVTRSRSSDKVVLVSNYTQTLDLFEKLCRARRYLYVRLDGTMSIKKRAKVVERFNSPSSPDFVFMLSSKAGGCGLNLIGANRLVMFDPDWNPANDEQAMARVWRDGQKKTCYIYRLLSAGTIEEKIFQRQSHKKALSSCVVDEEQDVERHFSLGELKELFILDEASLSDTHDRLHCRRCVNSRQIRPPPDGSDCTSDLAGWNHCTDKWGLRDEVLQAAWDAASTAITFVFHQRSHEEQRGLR
RAD52 anneal inh – RAD52 (human) annealing inhibition | P43351 | recombinant RAD52 DNA annealing, FRET fluorescence | inhibition, % at 18.7 µM | hit rate 0.46% among 360,000;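 active = every replicate showing at least 50% inhibition; inconclusive = mean inhibition at least 50% but not in every replicate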
E-selectin induc – induces E-selectin expression in human endothelial cells; HUVEC E-selectin immunofluorescence imaging; normalized: neutral wells 0, TNF-alpha wells 100; activation, % at 7.58 µM; hit rate 0.37% among 260,000; AID 686992;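 active = mean E-selectin-positive cell signal at least 10% of the positive control, reached in at least 60% of replicates, without over 20% cell loss; inconclusive = no rule given, readout overlaps actives, possibly toxicity-flagged; inactive = the rest, including those meeting only one limit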;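 note: in these data hits start at about 27%; measured in HUVEC primary endothelial cells; signal is the percent of cells scored E-selectin positive by PE staining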
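Material: HUVEC primary endothelial cells; Amount: 3,000 cells per well; Dosing: single concentration; Medium: EGM-2 growth medium on 0.1% gelatin-coated wells; Read-out basis: percent E-selectin-positive cells; Signal: immunofluorescence imaging; Control set: TNF-alpha, DMSO.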
EWS-Fli inh – inhibitors of EWS/Fli oncoprotein transcriptional activity; inhibition, % at 12.6 µM; A673 NR0B1-luciferase reporter, viability-normalised; hit rate 0.67% among 350,000;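 active = mean inhibition of at least 50% after viability correction, with every replicate also passing that limit; inconclusive = mean reaches 50% but only one of two replicates passes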;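 note: firefly luciferase signal divided by Alamar Blue viability fluorescence both relative to DMSO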
FN deposition inh – fibronectin deposition inhibition | hit rate 0.086% among 350,000 | inhibition, % at 12.6 µM | AH1F fibroblasts, Alexa488-fibronectin deposition fluorescence, overnight;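 active = mean inhibition across replicates of 30% or more, regardless of how many single replicates reach that level; inconclusive = mean under 30% yet at least half of replicates reach 30%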;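 note: positive control wells lacked labelled fibronectin entirely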
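test system = AH1F fibroblasts assembling fluorescent fibronectin matrix | quantity = 10000 AH1F cells per well | buffer or medium = DMEM plus 2% serum, read in PBS | doses = single dose, pinned | incubation = 1 h cell attachment, overnight exposure to compound and label | detection = fluorescence at 485 nm excitation, 525 nm emission | read-out basis = inhibition from reduced deposited-fibronectin fluorescence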
esBAF inh – inhibitors of esBAF chromatin remodeling in mouse ES cells; reporter increase, % at 12.5 µM; Bmi1-luciferase knock-in reporter, 24 h; 100% = twice the neutral-well signal; hit rate 2% among 350,000; in the data active = activation above about 40%; inconclusive = no clear call, values can overlap the other calls;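 note: 0% = median of the plate's neutral control wells and 100% = double that signal; a rise in the Bmi1 reporter signal indicates esBAF inhibition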
XiGFP reactiv – activators of X-chromosome reactivation in mouse fibroblasts. XiGFP mouse fibroblasts, % GFP-positive cells imaging, 3 d; cells co-treated with 5-aza-dC sensitizer; scaled so ellipticine positive control = 100%. activation, % at 7.58 µM. hit rate 0.055% among 360,000;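 active = mean normalized replicate activation at least 10% and every replicate at or above 10%; inconclusive = only one of the two criteria met; inactive = mean below 10% and not all replicates reach 10%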;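 note: 0% = median of on-plate neutral control wells and 100% = ellipticine 6 µM median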
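System: XiGFP fibroblasts, SV40-immortalized. Medium: DMEM plus 5-aza-dC sensitizer. Doses: single point. Timing: 3 d treatment, 15 min room-temperature fixation. Control set: ellipticine 6 µM.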
S100A4 MyoIIA – S100A4-myosin IIA interaction inhibition; AID 652163; inhibition, % at 10.7 µM; P26447; S100A4/TAMRA-MyoIIA peptide fluorescence polarization; hit rate 0.14% among 360,000;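 active = mean inhibition of at least 70% across replicates, with every replicate also reaching that level; inconclusive = mean inhibition reaches 70% but some replicates fall short; inactive = mean inhibition below 70%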
Target sequence (P26447 whole entry, looked up): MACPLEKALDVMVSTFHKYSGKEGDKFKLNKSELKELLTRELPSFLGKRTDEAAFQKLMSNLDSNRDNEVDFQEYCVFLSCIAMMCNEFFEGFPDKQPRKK
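Test system – S100A4 monomer (human) · Compound – single-point compound testing · Schedule – 5 min incubation before reading · Probe or stimulus – TAMRA-labelled myosin IIA heavy-chain peptide probe, 5 nM · Benchmarks – neutral control DMSO, positive control TFP · Medium – Calcium-containing HEPES buffer, pH 7.2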
* hit, by the source's call; ? = inconclusive; / = no result given. The order is random. Share with any hit: about 3%.

SMILES	RAD54 inh	RAD52 anneal inh	E-selectin induc	EWS-Fli inh	FN deposition inh	esBAF inh	XiGFP reactiv	S100A4 MyoIIA
COc1ccc(-c2csc(C(O)c3cccc(OC)c3)n2)cc1 (stereo not given)	-0.7	-8.6	0.0	-4.4	6.2	10.9	0.1	2.4
COc1ccc(NC(=O)CN(C)C(=O)c2ccc3ccccc3n2)cc1	6.2	-6.7	/	2.8	-3.7	-1.0	-0.2	0.2
O=C(OCc1ccccc1)C1CCN(S(=O)(=O)c2cccs2)CC1	-3.2	-7.6	2.2	4.5	/	-5.2	0.0	-1.7
CC1(c2nnc(-c3ccc(F)cc3)o2)CC(c2ccc(F)cc2)=NO1 (stereo not given)	-7.5	/	0.9	6.7	-3.3	3.0	0.4	/
O=S(=O)(NCc1ccc2c(c1)OCO2)c1ccc2c(c1)oc1ccccc12	12.9	-11.5	/	16.3	/	-0.1	/	-0.8
CCOC(=O)C1CCCN(C(=O)CSc2nc(C)cc(C)n2)C1 (stereo not given)	0.0	-7.0	0.0	9.9	3.1	-2.1	0.0	-6.1
Oc1ccc(Cl)cc1N=Nc1ccccc1	-8.1	-3.0	/	6.6	-2.3	-0.4	0.0	6.0
COc1cc(C2C(C(=O)c3cccs3)=C(O)C(=O)N2c2cc(C)on2)ccc1O (stereo not given)	8.4	-9.1	/	/	2.1	-0.1	/	-1.9
CCC(=O)NC[C@H]1[C@@H](c2ccc(C3=CCCC3)cc2)[C@@H](CO)N1C(C)=O	1.4	-5.8	0.7	-7.7	/	-0.9	0.0	-9.5
COc1ccc(/C=C/C(=O)OC2CCCCC2CN(C)C)cc1 (stereo not given)	-14.6	-14.5	-0.2	3.9	3.2	/	/	-6.3
CC1(C(=O)NCc2ccc(F)c(F)c2)Cc2c(-c3ccc4c(c3)OCO4)ccnc2O1 (stereo not given)	3.7	-7.4	1.6	60.1*	-1.3	-12.0	0.4	-0.2
COc1ccc(CC(=O)NCc2ccc(F)cc2)cc1S(=O)(=O)N1CCOCC1	-1.5	-19.3	/	-8.6	3.0	-2.7	0.1	-2.7
CO[C@H]1CN(C)C(=O)c2ccc(NC(=O)Nc3cccc(F)c3)cc2OC[C@H](C)N(C)C[C@@H]1C	/	-6.9	-0.1	-7.5	-13.0	/	-0.2	12.6
O=C(C[C@@H]1CC[C@@H]2[C@H](COC[C@H](O)CN2Cc2cccc(C(F)(F)F)c2)O1)NCc1ccccc1	-3.8	-6.9	1.0	-4.6	-11.7	2.1	0.1	-1.1
C=CCCC(=O)N1CCCC(Cc2cccc(Cl)c2)(C(=O)OCC)C1 (stereo not given)	-5.2	-3.7	-2.1	-3.6	-2.1	-1.2	0.0	-0.7
CCCN(C)C[C@H]1Oc2cc(C3=CCCCC3)ccc2S(=O)(=O)N([C@H](C)CO)C[C@@H]1C	/	/	?	-0.2	/	-0.2	-0.9	/
COc1ccc(OCC(O)CNC(=O)c2sccc2Cl)cc1 (stereo not given)	/	0.5	/	-4.8	8.6	/	0.1	-3.5
Cc1ccc(Cl)cc1NC(=O)N(C)CCOC(=O)Nc1cccc(Cl)c1	/	-20.4	-0.1	1.7	9.0	/	-0.2	0.6
O=C(Nc1ccc(F)cc1)Nc1ccc2c(c1)[C@H]1C[C@H](CC(=O)N3CCCCC3)O[C@H](CO)[C@H]1O2	1.4	/	0.0	3.0	2.8	1.5	0.1	/
C[C@H]1CN([C@@H](C)CO)C(=O)Cc2cc(NC(=O)Cc3ccccc3)ccc2O[C@H]1CN(C)Cc1ccc(C(=O)Nc2ccccc2N)cc1	/	3.1	7.2	2.0	/	/	4.4	5.7
Cc1ccccc1-c1cnc2c(c1)C(=O)N([C@H](C)CO)C[C@H](C)[C@H](CN(C)C(=O)CC1CC1)O2	5.1	2.3	-0.2	2.7	0.6	-8.8	-1.0	-1.2
CSc1nc2sc3c(c2c(=O)[nH]1)CCC3	2.3	/	/	/	3.4	-4.4	0.2	/
O=[N+]([O-])c1ccc(Cl)c(S(=O)(=O)Nc2ccc(S(=O)(=O)N3CCOCC3)cc2)c1	-9.9	-15.5	24.9	7.2	-2.3	-7.9	0.2	-0.2
CCCCc1cc(=O)oc2cc(C)cc(OC(C)C(=O)NCc3cccnc3)c12 (stereo not given)	-4.4	-6.0	-0.7	13.9	6.6	1.5	0.1	30.0
COc1ccc(S(=O)(=O)N(C)C[C@H]2OCc3ccccc3-c3ccccc3C(=O)N([C@H](C)CO)C[C@@H]2C)cc1	6.2	19.1	0.3	3.7	4.5	-6.9	-1.2	-91.5
CS(=O)(=O)N1CCN(C(=O)c2ccc(F)cc2)CC1	-1.8	4.9	/	8.6	/	-3.0	/	-2.1
CC(C)CCC(C(=O)NC(C)c1ccccc1)C(=O)NC(C)c1ccccc1 (stereo not given)	4.5	-1.7	1.1	12.5	-5.9	-2.7	0.1	2.3
CC=Cc1ccc2n(c1=O)C[C@H]1[C@H](CO)[C@@H](C(=O)NCc3ccc(F)cc3)[C@@H]2N1CCC (mixture of isomers)	-5.4	-1.8	0.1	-2.0	/	-0.2	1.2	-6.4
O=C(COc1ccc(Br)cc1)N(Cc1nnc(-c2ccccc2Cl)o1)C1CC1	-1.0	-18.9	/	-7.6	1.8	-4.7	0.0	-2.2
O=C(O)c1cccc(N/N=C/c2cc(Br)cc(Br)c2O)c1	-9.9	/	/	/	-2.6	76.9*	-0.1	/
C[C@H](CO)N1C[C@H](C)[C@@H](CN(C)Cc2ccc(C(=O)O)cc2)Oc2ccc(NS(=O)(=O)c3cccs3)cc2CC1=O	/	1.4	/	-2.9	/	/	-0.5	-6.7
Cc1noc(C)c1S(=O)(=O)N(C)C[C@@H]1OCCCC[C@@H](C)Oc2ccc(NS(=O)(=O)c3cn(C)cn3)cc2C(=O)N([C@@H](C)CO)C[C@H]1C	1.1	-3.2	0.1	-5.1	-7.3	8.4	0.0	9.0
CCN(CC(=O)Nc1ccc(NC(C)=O)cc1)C(=O)CCCOc1cccc(C)c1	-4.6	-0.4	/	5.6	-0.2	1.6	0.3	-0.1
CCCCNc1c([N+](=O)[O-])ncn1C	-6.4	-7.8	2.5	-7.2	-8.6	/	8.7	4.5
C=CCNc1ncnc2c1ncn2[C@H]1CN(Cc2cc(OC)c(OC)c(OC)c2)C[C@@H](CO)O1	-5.7	11.0	/	5.6	4.0	4.9	-0.1	0.9
COc1ccc(Br)cc1CSC(=N)N	/	-0.2	/	11.7	-13.3	7.0	0.1	27.3
COc1ccc2c3c(n(C)c2c1)[C@@H](CO)N(C(=O)NC(C)C)CC31CN(CC2CC2)C1	/	0.6	-0.3	-5.6	/	/	0.3	-25.0
COc1ccc(N(CC(=O)NCCSCc2ccc(C)cc2)S(=O)(=O)c2ccccc2)cc1	4.5	-5.0	0.0	/	/	-7.7	0.2	-5.1
O=C(Nc1ccc(Nc2ccccc2)cc1)c1ccc(Cl)c([N+](=O)[O-])c1	-0.8	5.1	/	-0.7	-15.7	16.0	0.0	0.7
CN(C(=O)c1cccc(NC(=O)Cc2ccc(NC(=O)C3CCN(C(=O)CCc4ccccc4)CC3)cc2)c1)C1CC1	-23.8	-72.3	0.0	1.3	5.5	4.2	0.2	12.0
CC=Cc1ccc2n(c1=O)C[C@@H]1[C@@H](CO)[C@H](C(=O)N[C@H](C)c3ccccc3)N(C(=O)c3cnccn3)[C@H]21 (mixture of isomers)	-5.6	0.9	-0.1	-8.5	0.5	2.7	0.0	15.5
CCOC(=O)N1CCN(C(=O)CSc2ncnc3ccccc23)CC1	-2.8	-40.4	-1.5	-0.6	-9.8	1.6	-0.1	8.0
C/C=C/c1ccc2c(c1)O[C@H](CN(C)C(=O)Cc1cccnc1)[C@H](C)CN([C@H](C)CO)S2(=O)=O	3.3	6.2	-0.3	-2.1	/	-9.8	-0.3	-1.2
CC(C)[C@H](NC(=O)CCCn1nnc2ccccc2c1=O)C(=O)O	-3.6	-6.4	0.0	-7.5	-0.8	-3.9	-0.1	-3.2
CC(C)(C)NC(=O)N1CCN(c2ncccc2C(F)(F)F)CC1	-1.9	-7.2	0.1	-3.9	-1.2	0.4	0.0	-4.1
C#CCN(C(=O)c1cc(COc2cccc(C(F)(F)F)c2)on1)C1CCCCC1	-5.5	-4.7	6.2	11.7	-0.6	-5.5	0.2	-1.4
Cc1oc2cc3oc(=O)ccc3cc2c1C	-12.8	-9.0	-0.1	-25.5	-1.3	22.3	0.0	-18.0
CCN(CC(=O)Nc1c(F)cccc1F)C(=O)c1ccc(-n2cncn2)c([N+](=O)[O-])c1	-0.4	-2.0	/	-0.9	5.8	/	0.0	-1.5
c1ccc(CNc2ccccn2)cc1	-12.7	-3.8	/	-5.1	-3.1	-1.4	0.0	-3.5
COc1ccc(S(=O)(=O)N(C)C[C@@H]2Oc3ccc(NC(=O)Nc4ccc5c(c4)OCO5)cc3CC(=O)N([C@@H](C)CO)C[C@H]2C)cc1	-6.9	8.1	9.0	-1.8	/	2.7	0.0	-16.5
CC(=O)NNC(=O)c1[nH]c2ccc(Cl)cc2c1-c1ccccc1	/	6.8	/	16.3	7.3	/	0.1	-5.3
O=C(NCCc1ccccc1)c1oc2ccccc2c1COc1ccccc1	-4.4	-9.6	/	-18.8	-0.2	14.2	-0.1	-3.1
